PREPL inhibitor = inhibits the human prolyl oligopeptidase-like enzyme | recombinant PREPL, fluorescence polarization activity-based probe | inhibition, % at 5.96 µM | AID 2751 | 320,000 tested, 0.68% active | Q4J6C6; in the data active = inhibition above about 43%;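 also: 0% = enzyme with DMSO and 100% = wells lacking enzyme; many of its hits are not listed in these tables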
PP1 inh = PP1-alpha (human) inhibition in PP5 counter-screen; inhibition, % at 6.7 µM; 320,000 tested, 0.9% active; purified PP1alpha, OMFP fluorescence; P62136;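 active = inhibition above the mean inhibition of all tested compounds plus 3 SD, computed separately for each screening campaign, cut at about 15% in these data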
Target sequence (P62136 whole entry, looked up): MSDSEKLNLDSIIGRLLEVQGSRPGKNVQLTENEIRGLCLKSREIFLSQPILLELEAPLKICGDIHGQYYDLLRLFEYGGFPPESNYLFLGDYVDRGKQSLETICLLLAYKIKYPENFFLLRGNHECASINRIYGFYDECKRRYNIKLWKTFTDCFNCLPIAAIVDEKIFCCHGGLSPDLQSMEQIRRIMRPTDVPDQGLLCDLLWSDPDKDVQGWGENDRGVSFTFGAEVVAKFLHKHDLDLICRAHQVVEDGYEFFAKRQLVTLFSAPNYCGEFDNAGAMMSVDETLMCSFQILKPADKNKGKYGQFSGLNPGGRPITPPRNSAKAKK
core dimer inh = HCV core protein dimerization inhibition; 300,000 tested, 0.33% active; TR-FRET GST/Flag-core106 dimerization, 1536-well; inhibition, % at 5 µM;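 active = inhibition above the mean of all tested compounds plus 3 SD, set per screening campaign, cut at about 45% in these data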
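Assay system: GST-tagged and Flag-tagged HCV core protein residues 1-106 / Times: compound-protein-antibody incubation 4 h at 22.5 °C / Signal: time-resolved FRET, ex 340 nm, em 617 and 671 nm / Evaluation: % inhibition based on acceptor/donor emission ratio / Benchmarks: wells lacking GST-core106 and wells with excess unlabelled core106 / Repeats: singlicate, one well per compound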
Fh CTSL1 inh = blocks F. hepatica cathepsin L1 in PFM18AAP counter-screen. recombinant F. hepatica cathepsin L1, Z-Leu-Arg-MCA fluorescence. inhibition, % at 5.96 µM. 300,000 tested, 0.49% active. AID 1906;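 active = inhibition above the mean of all tested compounds plus 3 SD, set per screening campaign, cut at about 17% in these data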;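 also: 0% = plate median of test compound wells and 100% = 1 µM Z-Phe-Ala-diazomethylketone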
Efflux pump mplx = inhibitors of Candida antifungal efflux pumps expressed in yeast; inhibition, % at 10 µM; AID 485275; S. cerevisiae Candida pump triplex, Nile Red efflux; 330,000 tested, 0.44% active;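 active = plate passing quality check with inhibition over a set limit, or well fluorescence over plate mean plus 4 SD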;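 also: Nile Red retained in pooled yeast measured as flow cytometry median fluorescence; 0% = buffer negative control and 100% = Enniatin B positive control; higher means more Nile Red kept so more efflux inhibition; some compounds called inactive have numbers as strong as hits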
PP5 primary = PP5 (human) phosphatase inhibition; inhibition, % at 6.7 µM; purified PP5c, OMFP substrate fluorescence; P53041; 320,000 tested, 0.18% active;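 active = inhibition above the campaign's mean inhibition across all tested compounds plus 3 SD, cut at about 9.5% in these data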;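 also: 0% = DMSO only and 100% = 100 µM cantharidin control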
Target sequence (P53041 whole entry, looked up): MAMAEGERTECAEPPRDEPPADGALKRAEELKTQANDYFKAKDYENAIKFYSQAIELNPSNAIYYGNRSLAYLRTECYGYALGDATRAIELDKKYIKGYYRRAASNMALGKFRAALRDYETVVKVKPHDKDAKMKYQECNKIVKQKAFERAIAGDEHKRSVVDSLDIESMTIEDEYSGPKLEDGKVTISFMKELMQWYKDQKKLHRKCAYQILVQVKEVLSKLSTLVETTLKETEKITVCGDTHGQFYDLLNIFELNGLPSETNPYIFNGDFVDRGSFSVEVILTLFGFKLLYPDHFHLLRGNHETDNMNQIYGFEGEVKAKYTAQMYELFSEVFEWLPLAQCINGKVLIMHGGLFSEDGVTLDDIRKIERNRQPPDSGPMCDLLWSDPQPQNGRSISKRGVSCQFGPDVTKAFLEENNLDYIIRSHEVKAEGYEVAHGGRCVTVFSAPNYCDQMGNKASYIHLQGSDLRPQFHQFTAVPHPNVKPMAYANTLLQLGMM
ZTA counter = counter-screen for EBNA-1 inhibitors: inhibitors of Epstein-Barr virus ZTA; 320,000 tested, 0.15% active; inhibition, % at 11 µM; AID 2234; ZTA-DNA binding, fluorescence polarization; P03206; in the data active = inhibition above about 33%
Target sequence (P03206 whole entry, looked up): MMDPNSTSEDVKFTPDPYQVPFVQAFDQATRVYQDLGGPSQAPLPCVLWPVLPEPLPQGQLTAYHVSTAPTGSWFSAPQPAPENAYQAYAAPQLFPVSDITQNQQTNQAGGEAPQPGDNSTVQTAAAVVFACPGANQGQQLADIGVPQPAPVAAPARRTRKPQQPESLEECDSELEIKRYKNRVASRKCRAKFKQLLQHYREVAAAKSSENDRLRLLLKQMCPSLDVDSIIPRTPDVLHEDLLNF
EBNA-1 inh = blocks EBNA-1 binding to DNA. EBNA-1 DNA binding, fluorescence polarization. inhibition, % at 14.8 µM. 300,000 tested, 0.34% active; in the data active = inhibition above about 28%
TPT1 inh = blocks Candida albicans tRNA 2'-phosphotransferase; recombinant caTPT1, FP RNA substrate dephosphorylation; inhibition, % at 5 µM; 300,000 tested, 0.81% active; AID 1962;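 active = inhibition above the mean of all tested compounds plus 3 SD, set per screening campaign, cut at about 24% in these data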;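 also: plate controls were DMSO alone for no effect and ferristatin control at 100 nM for full effect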
Active calls of the source: *; nt = not tested or not shown. Some of the compounds tested; count on the stated rates, not on these rows.

SMILES | PREPL inhibitor | PP1 inh | core dimer inh | Fh CTSL1 inh | Efflux pump mplx | PP5 primary | ZTA counter | EBNA-1 inh | TPT1 inh
CCC1=NN2C(=N)/C(=C\c3cccn3-c3cccc(Cl)c3)C(=O)N=C2S1 | -7 | 0 | 34 | -1 | 0.2 | 0.8 | 1 | 7 | 5
CCCN(C(=O)c1cc(Cl)nc2ccccc12)c1c(N)n(Cc2ccccc2)c(=O)[nH]c1=O | 3 | -1 | nt | nt | -0.2 | 0.2 | 4 | nt | nt
Cc1cccc(Cn2c(SCCN3CCOCC3)nc3c2c(=O)n(C)c(=O)n3C)c1 | 2 | 5 | -9 | 0 | -0.1 | 0.5 | 1 | -2 | 1
CC(O)CNc1nc2sc3c(c2c(=O)n1CCc1ccccc1)CCCCC3 (centres undefined) | 16 | 0 | -1 | 4 | 0.2 | 2.7 | 10 | -5 | 0
CCOc1ccccc1C1N(c2ccc(OC)cc2)C(=O)C2CCCN21 (centres undefined) | 7 | -3 | -3 | 0 | 0.0 | 2.3 | 3 | -4 | 3
Cc1cc(-c2ccc(S(=O)(=O)N(C)c3ccc(C)c(C)c3)s2)on1 | -39 | 7 | -8 | 3 | 0.0 | 5.2 | -8 | -2 | -1
Cc1[nH]c2ccccc2c1C(=O)C(=O)NCC1CCCO1 (centres undefined) | 8 | -2 | -2 | -4 | 0.1 | -2.1 | 2 | -12 | 0
O=C(C1CCC1)N1CCc2cc(S(=O)(=O)NCc3cccnc3)ccc21 | 1 | -3 | -4 | -1 | -0.2 | 0.5 | 0 | 8 | 0
O=C(COC(=O)Cc1ccccc1F)Nc1cccc(F)c1 | -3 | -3 | -5 | -11 | 0.0 | -0.5 | 5 | -13 | -2
OC1=C(O)c2nc3ccccc3nc21 | 3 | 4 | -35 | 4 | 0.0 | -0.2 | -5 | 0 | 0
COc1ccccc1N1CCN(C2=NS(=O)(=O)c3ccccc32)CC1 | 2 | -9 | -5 | 0 | 0.2 | -4.2 | 2 | -5 | 2
Cc1[nH]c2ccccc2c1C(=O)COC(=O)C(C)C | 10 | -2 | -1 | 4 | 0.1 | -2.2 | 7 | 7 | -4
Cc1cc(C(=O)N/N=C/c2ccc3c(c2)OCO3)c2ccccc2n1 | 2 | -1 | 0 | 0 | 0.1 | 2.4 | -4 | -14 | -1
COC(=O)Cn1c(=NC(=O)c2ccc(OC)c(OC)c2)sc2cc(OC)ccc21 | 4 | 0 | 10 | 2 | 0.2 | -0.8 | 21 | 13 | -1
O=C(CC1C(=O)NCCN1C(=O)c1ccc([N+](=O)[O-])cc1)Nc1cccc(Cl)c1 (centres undefined) | 4 | 1 | 5 | -3 | 0.0 | 4.2 | 9 | 1 | -1
C/C(N)=C(/C#N)C(=O)CSc1nnnn1-c1ccc(C)cc1C | 14 | -2 | 2 | 2 | -0.1 | 1.0 | -9 | 2 | -3
Clc1cccc(OCCN2CCN(CCOc3cccc(Cl)c3)CC2)c1 | -28 | 3 | -11 | 5 | -0.1 | -0.8 | -24 | -11 | -1
C=CCn1c(CNS(=O)(=O)c2ccc(Br)cc2)n[nH]c1=S | -4 | 4 | 12 | 0 | 0.0 | -1.6 | 14 | 8 | 2
O=c1oc(Nc2ccccc2F)nc2ccccc12 | -2 | 1 | -2 | -1 | 0.0 | 0.3 | 5 | -14 | -3
CCOc1ccc(OCc2ccc(C(=O)Nc3cccc(C)n3)o2)cc1 | 5 | 0 | 4 | 2 | 0.0 | 4.9 | -5 | -10 | -3

The list goes on, overlapping the part above by five compounds.
SMILES | PREPL inhibitor | PP1 inh | core dimer inh | Fh CTSL1 inh | Efflux pump mplx | PP5 primary | ZTA counter | EBNA-1 inh | TPT1 inh
C/C(N)=C(/C#N)C(=O)CSc1nnnn1-c1ccc(C)cc1C | 14 | -2 | 2 | 2 | -0.1 | 1.0 | -9 | 2 | -3
Clc1cccc(OCCN2CCN(CCOc3cccc(Cl)c3)CC2)c1 | -28 | 3 | -11 | 5 | -0.1 | -0.8 | -24 | -11 | -1
C=CCn1c(CNS(=O)(=O)c2ccc(Br)cc2)n[nH]c1=S | -4 | 4 | 12 | 0 | 0.0 | -1.6 | 14 | 8 | 2
O=c1oc(Nc2ccccc2F)nc2ccccc12 | -2 | 1 | -2 | -1 | 0.0 | 0.3 | 5 | -14 | -3
CCOc1ccc(OCc2ccc(C(=O)Nc3cccc(C)n3)o2)cc1 | 5 | 0 | 4 | 2 | 0.0 | 4.9 | -5 | -10 | -3
COc1ccc(-c2noc(CN(C)Cc3ccccc3)n2)cc1 | 4 | 0 | 0 | 4 | -0.1 | 2.7 | 12 | 6 | -5
Cc1ccc(-n2nc3c(c2NC(=O)c2c(-c4ccccc4Cl)noc2C)CSC3)cc1 | 8 | 7 | 0 | 3 | 0.0 | 2.2 | 2 | -1 | -3
O=C1CCC(c2ccccc2)c2ccccc21 (centres undefined) | 4 | -3 | -6 | 4 | -0.2 | -1.4 | 5 | 9 | -4
O=C(Cn1ncc2c([nH]c3ccccc32)c1=O)N1CCc2ccccc2C1 | -2 | 5 | 13 | 2 | 0.0 | 0.5 | 14 | 11 | -4
Cc1ccc(CN2CCSc3ccc(C(=O)NCc4ccccn4)cc32)cc1 | 16 | 1 | 4 | 4 | 0.3 | 2.8 | -17 | -3 | -2
CCOCCCNC(=O)C(c1ccc(OC)cc1)N(Cc1cccs1)C(=O)c1ccccn1 (centres undefined) | -8 | -6 | 2 | -3 | 0.3 | 4.3 | -6 | -13 | 1
CC(C)c1ccc(NC2CCCN(C(=O)CCN3CCCCO3)C2)cc1 (centres undefined) | 3 | -1 | -4 | 5 | -0.9 | -1.9 | 5 | -5 | -3
CCc1cc(=O)oc2cc(C)cc(OC(C)C(=O)NCc3ccncc3)c12 (centres undefined) | 5 | -6 | -3 | 0 | -0.1 | 1.0 | -3 | -4 | -2
COc1cccc(-c2ccc(=O)n(CC(=O)Nc3ccc(C(=O)N4CCCC4)cc3)n2)c1 | 8 | -5 | 15 | 5 | -0.1 | -1.1 | 13 | 6 | -4
CCN(CC)S(=O)(=O)c1cccc(C(=O)OC2CCOC2=O)c1 (centres undefined) | -9 | 0 | 2 | -1 | 0.4 | 3.1 | 7 | -22 | 1
Cc1[nH]n(-c2ccc([N+](=O)[O-])cc2)c(=O)c1C=NCCc1c(C)[nH]c2ccccc12 | 36 | -3 | 8 | 2 | -0.1 | 5.0 | -5 | 9 | -2
O=C1c2ccccc2NC(c2ccco2)N1/N=C/c1ccco1 (centres undefined) | 3 | -2 | 1 | 1 | -0.3 | 0.2 | 1 | -2 | 0
CC1=CSC2=NC(=O)/C(=C\c3cccn3-c3ccccc3)C(=N)N12 | 0 | 4 | 31 | 1 | 0.3 | -1.6 | 7 | 6 | 10
COc1cc2c(cc1OC)CN(c1ccc(-c3ccccc3OC)nn1)CC2 | 21 | 1 | 7 | 0 | 0.1 | 1.4 | -2 | -5 | -9
COCCN(C(=O)C(F)(F)F)C(C(=O)NC1CCCCC1)c1ccco1 (centres undefined) | 14 | 0 | -4 | 4 | 0.0 | 0.4 | -9 | -7 | 0
O=C(O)C1=C[C@H](c2ccc(C(F)(F)F)cc2)C[C@H](OCc2ccc(CO)cc2)O1 | 4 | -1 | -5 | -7 | 0.2 | 2.8 | 3 | -1 | -2
CC(=O)Nc1ccc(C(=O)/C=C/c2ccco2)cc1 | 5 | -1 | 4 | 22* | 0.9 | 0.0 | 16 | 1 | 12
Cc1cc(F)ccc1S(=O)(=O)N1CCCCC1CCNC(=O)C(=O)NCCN1CCOCC1 (centres undefined) | -4 | -6 | 2 | 0 | 0.1 | -1.8 | 3 | -5 | 2
COc1cc(OC)cc(C(=O)NC2=NCCS2)c1 | -1 | 2 | -2 | -3 | -0.1 | 3.7 | 1 | -7 | -8
Cc1ccc(-c2nc3ccccc3o2)cc1NC(=O)c1ccc2c(c1)OCO2 | -29 | 1 | 1 | -3 | 0.0 | 0.5 | -10 | 2 | -3
CCCCNC(=O)C1CC(=O)N(C2CCCCC2)C1 (centres undefined) | 9 | -6 | 1 | 16 | -0.1 | 3.6 | -15 | 2 | -4
O=C(C1=NN[C@@H]2C(=O)N(c3cccc(F)c3)C(=O)[C@H]12)c1ccc2ccccc2n1 | -11 | 5 | -7 | -2 | -0.4 | -0.5 | -8 | -1 | 0
COC(=O)CN(C)C(=O)c1ccc(OC2CCN(S(=O)(=O)N(C)C)CC2)cc1 | 5 | 0 | 4 | 1 | -0.2 | -3.1 | 12 | 3 | -2
CC[C@@]1(c2ccccc2OC)ON(c2ccccc2C(F)(F)F)C1=O | 8 | 2 | nt | nt | 0.4 | 1.7 | -11 | nt | nt
COc1cccc(-n2c(Cc3cc(=O)[nH]c(=O)[nH]3)nnc2SCC(=O)NC2CCCC2)c1 | 1 | 0 | 3 | -2 | 0.0 | 0.7 | 6 | -5 | -4
CCOC(=O)C1C(=O)C=C(C)C(C(=O)OCC)C1c1cccc([N+](=O)[O-])c1 (centres undefined) | 4 | -2 | 6 | -4 | -0.1 | 0.8 | -9 | -9 | 2
Cc1ccc(NC(=O)CC2S/C(=N/N=C3\CCCc4ccccc43)NC2=O)cc1 (centres undefined) | -3 | 1 | 10 | 5 | 0.2 | 3.0 | 8 | 10 | -2
COC(=O)CNC(=O)c1ccccc1C | 0 | 0 | -6 | -1 | 0.0 | 0.3 | 3 | -4 | -2
CCCC(=O)Oc1ccc(N(C(=O)CCC)S(=O)(=O)c2cccs2)cc1 | 6 | -2 | -2 | 0 | 0.2 | 4.4 | 0 | -8 | 0
COc1cc(/C=N/NS(=O)(=O)c2ccccc2)ccc1OS(=O)(=O)c1ccc(C)cc1 | -1 | 1 | 7 | 2 | 0.5 | 4.7 | -7 | -1 | 1
c1ccc2c(c1)CC(N1CCCCC1)c1ccccc1N2 (centres undefined) | 28 | 1 | -1 | 1 | 0.1 | 3.7 | 3 | -22 | -7
O=C(OCC(=O)c1cccs1)c1ccc([N+](=O)[O-])o1 | 11 | -2 | 3 | -6 | 0.9 | 2.3 | 2 | -3 | -2
COc1ccc(C2CCCN2C(=S)Nc2ccc(C)cc2Cl)cc1OC (centres undefined) | 39 | -1 | 1 | -3 | -0.1 | 0.3 | -21 | -18 | -3
COc1ccccc1CCN=C(N)NS(=O)(=O)c1ccccc1F | 13 | -11 | -1 | 2 | 0.0 | 4.7 | -23 | 6 | -4
Cc1c(C(=O)C(=O)NCCC2=CCCCC2)c2ccccc2n1C | 1 | -1 | 9 | -2 | 0.1 | -2.3 | -1 | 8 | 1
Cc1ccccc1-n1c(-c2ccc(Cl)cc2)cnc1SCC(=O)NC1CCS(=O)(=O)C1 (centres undefined) | 2 | -3 | 0 | 1 | 0.2 | 4.1 | -12 | -1 | -3
COC(=O)c1c(NC(=O)C2COc3ccccc3O2)sc2c1CCN(Cc1ccccc1)C2 (centres undefined) | -1 | -5 | 1 | -1 | -0.1 | 3.1 | -7 | 2 | 3
CC1CCC2C(=O)N(c3ccc(Cc4ccncc4)cc3)C(=O)C2C1 (centres undefined) | 0 | -2 | 5 | -1 | 0.1 | 2.0 | 8 | -1 | -4
CCOC(=O)c1c(NC(=O)C2C3C=CC(C3)C2C(=O)O)sc2c1CC(C)CC2 (centres undefined) | 16 | 1 | 17 | 2 | -0.2 | 2.4 | -11 | 1 | -5
CC(=O)c1cc(F)ccc1OCC(=O)N1CCN(c2ccc(F)cc2)CC1 | 19 | 0 | -4 | 1 | 0.0 | -1.1 | 8 | 6 | 2
